BRCA1 expr up: activators of BRCA1 expression; MCF7-BRCA1-FFLuc reporter, luminescence, 48 h; response scale: scaled: vehicle 0%, 10 µM genistein 100%; Potency, µM (top dose mostly 46.1 µM), for inactives: top-dose activation, usual class: activators; 1.1% of 380,000 active; AID 624202; also: potency is read from the fitted curve at half-maximal effect; nearly all actives have a fitted effect of over 80% in size; some results filed as inactive show a strong effect at the top dose
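MCF7-BRCA1-FFLuc, 2000 cells/well; 2 h attach, 37 °C/5% CO2; compound 48 h; luciferase substrate 15 min; luminescence end-point. Norm. to genistein 10 microM max activation and DMSO; concentration-response curves fitted.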
B2AR arrestin: beta2AR (human) beta-arrestin recruitment activity; P07550; beta-arrestin recruitment to beta2AR, cell-based reporter; Potency, µM (highest dose often 46.1 µM), for the others: at the highest dose activation, usual class: activators; 0.02% of 330,000 active;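 also: potency is read from the fitted curve at half-maximal effect; 0% = DMSO controls and full agonism = EC100 isoproterenol or metaproterenol; nearly all actives have a fitted effect of over 65% in size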
MLL CXXC-DNA inh: inhibitors of human MLL CXXC domain-DNA interaction; Q03164; MLL-CXXC / FITC-HOXA9 DNA fluorescence polarization; Potency, µM (titrated, usually from 115 µM), without a hit: at the highest dose activity change, negative = inhibition, actives largely listed as inhibitors; 0.037% of 290,000 active; AID 2662; active = well fitted inhibition curve with a large enough effect in the polarisation, with a control signal flat, not every such curve was filed as active; inconclusive = small, poorly fitted or top-dose-only effect, or effect the other way, or a change in a side signal; inactive = no such curve, though single readings can be large or run the other way; the % refers to the polarisation; also: potency is read from the fitted curve at half-maximal effect
Target sequence (Q03164 whole entry, looked up, the tested form may be a part): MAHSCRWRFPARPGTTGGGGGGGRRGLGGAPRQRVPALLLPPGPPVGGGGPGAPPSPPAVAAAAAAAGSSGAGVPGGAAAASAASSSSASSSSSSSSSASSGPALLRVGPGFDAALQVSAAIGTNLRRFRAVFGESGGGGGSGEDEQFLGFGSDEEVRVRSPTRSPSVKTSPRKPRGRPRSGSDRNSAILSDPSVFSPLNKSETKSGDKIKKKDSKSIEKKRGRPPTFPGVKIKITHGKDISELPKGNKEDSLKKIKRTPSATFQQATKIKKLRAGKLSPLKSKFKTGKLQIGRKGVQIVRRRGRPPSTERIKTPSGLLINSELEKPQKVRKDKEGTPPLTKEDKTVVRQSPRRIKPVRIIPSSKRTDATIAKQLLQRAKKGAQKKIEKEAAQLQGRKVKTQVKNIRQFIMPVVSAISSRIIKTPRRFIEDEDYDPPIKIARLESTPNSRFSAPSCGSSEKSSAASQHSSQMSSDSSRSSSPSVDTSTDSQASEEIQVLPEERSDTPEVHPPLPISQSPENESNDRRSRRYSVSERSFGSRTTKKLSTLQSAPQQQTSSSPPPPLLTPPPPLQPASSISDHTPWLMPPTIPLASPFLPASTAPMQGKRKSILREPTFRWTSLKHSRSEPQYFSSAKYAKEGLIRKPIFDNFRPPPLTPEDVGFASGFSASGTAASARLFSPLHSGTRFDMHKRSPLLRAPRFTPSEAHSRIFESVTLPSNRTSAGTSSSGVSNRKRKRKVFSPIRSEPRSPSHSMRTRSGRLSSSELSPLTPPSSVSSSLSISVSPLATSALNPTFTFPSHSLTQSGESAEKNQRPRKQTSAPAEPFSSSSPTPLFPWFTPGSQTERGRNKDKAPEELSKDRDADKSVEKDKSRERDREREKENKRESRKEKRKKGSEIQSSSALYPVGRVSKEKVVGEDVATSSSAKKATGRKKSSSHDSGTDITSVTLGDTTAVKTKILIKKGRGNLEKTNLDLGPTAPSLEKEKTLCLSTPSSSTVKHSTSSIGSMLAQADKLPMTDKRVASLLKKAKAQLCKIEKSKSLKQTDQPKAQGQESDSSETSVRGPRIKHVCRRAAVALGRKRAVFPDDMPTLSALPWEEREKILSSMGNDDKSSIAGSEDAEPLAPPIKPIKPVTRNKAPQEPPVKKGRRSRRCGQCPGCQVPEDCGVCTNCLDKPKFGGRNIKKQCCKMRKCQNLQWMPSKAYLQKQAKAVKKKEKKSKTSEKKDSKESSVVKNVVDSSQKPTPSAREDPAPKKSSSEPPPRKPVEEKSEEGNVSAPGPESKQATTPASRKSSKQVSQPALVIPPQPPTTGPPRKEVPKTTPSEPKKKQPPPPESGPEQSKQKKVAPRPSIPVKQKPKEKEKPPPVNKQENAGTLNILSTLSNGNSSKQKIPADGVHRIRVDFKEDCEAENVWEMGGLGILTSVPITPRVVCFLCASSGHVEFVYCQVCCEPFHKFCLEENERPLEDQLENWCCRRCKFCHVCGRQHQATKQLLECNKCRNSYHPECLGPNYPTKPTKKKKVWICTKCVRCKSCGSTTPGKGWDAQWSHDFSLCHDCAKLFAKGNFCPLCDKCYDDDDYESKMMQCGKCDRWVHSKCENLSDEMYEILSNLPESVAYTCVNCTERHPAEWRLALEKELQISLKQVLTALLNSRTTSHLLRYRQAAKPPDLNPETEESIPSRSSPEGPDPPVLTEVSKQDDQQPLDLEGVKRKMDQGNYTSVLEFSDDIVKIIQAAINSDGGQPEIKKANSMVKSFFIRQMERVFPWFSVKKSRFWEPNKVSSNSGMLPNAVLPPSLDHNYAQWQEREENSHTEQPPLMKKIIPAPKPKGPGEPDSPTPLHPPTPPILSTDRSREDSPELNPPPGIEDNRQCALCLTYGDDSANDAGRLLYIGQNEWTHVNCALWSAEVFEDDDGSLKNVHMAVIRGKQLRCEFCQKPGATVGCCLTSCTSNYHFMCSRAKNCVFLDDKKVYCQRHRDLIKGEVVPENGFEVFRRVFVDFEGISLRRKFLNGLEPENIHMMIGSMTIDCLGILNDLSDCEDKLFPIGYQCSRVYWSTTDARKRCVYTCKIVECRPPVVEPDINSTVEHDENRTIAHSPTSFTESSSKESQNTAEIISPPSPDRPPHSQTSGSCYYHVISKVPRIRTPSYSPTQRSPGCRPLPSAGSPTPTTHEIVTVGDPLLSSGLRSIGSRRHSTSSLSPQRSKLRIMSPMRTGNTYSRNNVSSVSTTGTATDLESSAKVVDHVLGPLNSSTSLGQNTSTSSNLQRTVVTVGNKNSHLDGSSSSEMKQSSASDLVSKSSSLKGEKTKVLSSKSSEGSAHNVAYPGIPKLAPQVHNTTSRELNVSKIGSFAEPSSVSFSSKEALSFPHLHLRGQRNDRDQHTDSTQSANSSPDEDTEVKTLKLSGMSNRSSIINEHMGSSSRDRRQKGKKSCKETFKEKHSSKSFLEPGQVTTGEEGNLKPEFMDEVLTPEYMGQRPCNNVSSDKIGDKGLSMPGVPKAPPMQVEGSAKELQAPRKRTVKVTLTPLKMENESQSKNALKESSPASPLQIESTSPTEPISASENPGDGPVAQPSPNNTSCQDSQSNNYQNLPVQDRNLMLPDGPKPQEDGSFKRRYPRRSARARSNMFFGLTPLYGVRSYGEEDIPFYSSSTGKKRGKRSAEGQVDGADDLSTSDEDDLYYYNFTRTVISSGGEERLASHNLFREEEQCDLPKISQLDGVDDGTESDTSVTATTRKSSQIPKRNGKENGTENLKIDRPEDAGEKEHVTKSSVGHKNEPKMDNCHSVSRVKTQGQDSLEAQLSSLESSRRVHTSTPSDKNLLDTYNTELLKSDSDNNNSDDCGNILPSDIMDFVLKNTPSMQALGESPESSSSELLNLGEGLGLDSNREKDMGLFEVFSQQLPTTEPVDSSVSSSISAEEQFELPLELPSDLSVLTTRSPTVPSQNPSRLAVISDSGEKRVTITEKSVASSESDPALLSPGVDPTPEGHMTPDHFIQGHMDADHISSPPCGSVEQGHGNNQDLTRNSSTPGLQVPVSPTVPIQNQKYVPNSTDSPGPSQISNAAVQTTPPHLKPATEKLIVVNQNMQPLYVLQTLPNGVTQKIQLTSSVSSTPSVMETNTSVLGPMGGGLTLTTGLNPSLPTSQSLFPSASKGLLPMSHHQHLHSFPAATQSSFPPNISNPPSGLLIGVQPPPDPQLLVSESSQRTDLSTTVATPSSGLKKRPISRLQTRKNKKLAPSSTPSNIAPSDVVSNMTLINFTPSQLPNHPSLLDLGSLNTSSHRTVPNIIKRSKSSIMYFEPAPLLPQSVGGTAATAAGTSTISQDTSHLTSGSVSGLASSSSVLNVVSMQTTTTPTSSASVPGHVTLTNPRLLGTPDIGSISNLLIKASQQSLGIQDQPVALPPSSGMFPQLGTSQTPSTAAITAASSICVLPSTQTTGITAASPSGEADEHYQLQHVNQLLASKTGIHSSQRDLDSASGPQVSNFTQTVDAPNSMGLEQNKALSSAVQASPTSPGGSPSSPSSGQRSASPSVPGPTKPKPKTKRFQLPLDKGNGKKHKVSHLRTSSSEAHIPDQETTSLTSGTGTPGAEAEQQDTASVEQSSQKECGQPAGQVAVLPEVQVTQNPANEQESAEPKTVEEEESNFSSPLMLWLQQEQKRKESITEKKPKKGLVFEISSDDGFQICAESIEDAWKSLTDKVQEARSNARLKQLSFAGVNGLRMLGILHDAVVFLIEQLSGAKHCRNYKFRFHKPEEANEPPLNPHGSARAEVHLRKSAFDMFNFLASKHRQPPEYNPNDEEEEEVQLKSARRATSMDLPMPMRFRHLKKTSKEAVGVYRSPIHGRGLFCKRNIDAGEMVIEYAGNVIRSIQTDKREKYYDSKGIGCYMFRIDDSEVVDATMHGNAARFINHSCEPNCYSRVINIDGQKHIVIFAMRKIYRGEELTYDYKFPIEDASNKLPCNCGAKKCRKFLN
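Purified MLL-CXXC (added from a 7 uM solution) was preincubated 5 min at ambient with pinned compounds in 50 mM Tris-HCl pH 7.5, 50 mM NaCl, 1 mM DTT, 0.05% BSA. Fluorescein-labeled HOX-A9 DNA (50 nM solution) followed, 30 min, then polarization read.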
p53 reactivator: restores transcriptional activity of mutant p53 | Potency, µM (top dose mostly 92.2 µM), without a hit: at the highest dose activity change, positive = activation, most hits filed as activators | 0.063% of 320,000 active | AID 504706 | H1299 p53-A138V BP100-luciferase reporter, luminescence, 24 h; also: potency is read from the fitted curve at half-maximal effect; % of control where 0% means no effect; nearly all actives have a fitted effect of over 45% in size
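H1299 (p53-null), stable ts p53-A138V + BP100-Luc; 1000 cells/well, Opti-MEM/10% FBS; cpd 4 pt, 1:5; 24 h, 37 deg C, 5% CO2; detection reagent 10 min RT; luminescence.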
TRPV1 agonist: human TRPV1 agonism; Q8NER1; TRPV1-expressing cells, Fluo-8 calcium influx, agonist mode; activation, % at 8.33 µM; 0.19% of 320,000 active; AID 540275; in the data active = activation above about 80%; inconclusive = between about 30% and that limit; also: 0% is about no effect
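Cells expressing TRPV1 were dye-loaded with Fluo-8 and read kinetically: 10 s baseline, 3 min after compound (agonist portion), then 2 min after EC20 capsaicin (allosteric enhancer portion). Calcium-bound dye fluorescence at 480/520 nm.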
AT treatment: candidate therapy for ataxia-telangiectasia. […] A-T fibroblasts, KAP-1 phosphorylation AlphaLISA; neocarzinostatin DNA damage 30 min before lysis. Potency, µM (titrated, usually from 57.5 µM), for the others: at the highest dose activation, usual class: activators. 0.19% of 320,000 active. AID 485349; also: potency is read from the fitted curve at half-maximal effect; % of control where 0% means no effect; nearly all actives have a fitted effect of over 45% in size
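ATM-like activity read as KAP-1 phosphorylation via AlphaLISA donor/acceptor antibody pairs after lysis and 6 hr at 25C. Cells were ATM-null patient fibroblasts ([…], hTERT), dosed 60 min, then exposed to the DSB inducer NCS for 30 min.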
ELG1 repair inh: blocks ELG1-dependent DNA repair in HEK293T cells. HEK293T ELG1-luciferase reporter, luminescence, 16 h; DNA damage induced by 5-fluorouridine. 2.3% of 330,000 active. Potency, µM (top dose mostly 46.1 µM), inactives show at the highest dose activity change, negative = inhibition, most hits filed as inhibitors; also: potency is read from the fitted curve at half-maximal effect; % is scaled to controls: 0 for no effect and ±100 for the full control effect; nearly all actives have a fitted effect of over 55% in size
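Quantitative HTS, concentration-response format. 2,000 cells/well co-treated with 5-fluorouridine and compound, 16 hr in 5% CO2 at 37 °C; ONE-Glo luminescence read after 30 min.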
TCR act: activates T cell receptor signaling | primary human leukocytes, anti-CD3, IL-2 HTRF, 48 h | Potency, µM (top dose mostly 9.22 µM), without a hit: at the highest dose activation of IL-2 secretion, usual class: activators | 330,000 tested, under 10 active; also: % of control where 0% means no effect
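Using a-CD3 beads without co-stimulation, primary human leukocytes were exposed to compounds for 48 hr. An HTRF IL-2 kit measured the cytokine, with europium-to-d2 energy transfer producing emission at 665nm upon 320nm excitation.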
TSG101-PTAP inh: blocks PTAP/TSG101 interaction to inhibit HIV-1 budding; Fluorescence polarization, FITC-PTAP peptide / Tsg101 binding; Potency, µM (doses to about 115 µM), inactives show top-dose activity change, negative = inhibition, hits mostly inhibitors; 340,000 tested, under 10 active; active = well fitted inhibition curve with a large enough effect in the main read-out, with a control signal flat, not every such curve was filed as active; inconclusive = small, poorly fitted or top-dose-only effect, or effect the other way, or a change in a side signal; inactive = no such curve, though single readings can be large or run the other way; also: potency is read from the fitted curve at half-maximal effect; % of control where 0% means no effect
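Tsg101 binding domain (10 uM final) was mixed with compound and a FITC-labeled PTAP peptide (50 nM final) in HEPES pH 7.5 buffer with NaCl, Tween 20, EDTA and TCEP; fluorescence polarization was read after 20 min at r.t.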
a7 integrin act: activators of alpha7 integrin expression for muscular dystrophy; AID 624291; 0.064% of 350,000 active; Potency, µM (top dose mostly 38.3 µM), for inactives: at the top dose activation, most hits filed as activators; alpha7betagal myoblasts, beta-gal FDG fluorescence, 48 h;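 also: potency is read from the fitted curve at half-maximal effect; 100% = response of the positive control SU9516; nearly all actives have a fitted effect of over 60% in size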
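alpha7betagal+/- myoblasts (passage 13, 250/well) treated 48 h at 37C with compounds at 1:260 dilution of DMSO stock. Lysed, then beta-galactosidase activity read as FDG fluorescence (ex 480/em 540) after 30 min, with pre-read for autofluorescence.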
Starred values were filed as active, the others as inactive; ? = inconclusive; nt = no result given; [ ] = dose if it differs, or a comment. Unless noted, calls follow the shape of the dose curve; as a rule, active = well fitted curve in the direction sought with a large enough effect; inconclusive = small, poorly fitted or top-dose-only effect, or another doubt; inactive = no such curve, though single readings can be large; an effect the other way counts as inactive or inconclusive.

structure,MLL CXXC-DNA inh,a7 integrin act,ELG1 repair inh,p53 reactivator,TCR act,TRPV1 agonist,AT treatment,TSG101-PTAP inh,B2AR arrestin,BRCA1 expr up
COc1ccc(-c2noc(CSc3nnc(Cc4ccccc4)n3-c3cccc(C)c3)n2)cc1OC,6%,-14%,?,-12%,-3%,8,3%,-8%,0.3%,-40%
CCS(=O)(=O)N1Cc2ccccc2CC1C(=O)Nc1nc2ccccc2s1 (configuration not stated),0%,20%,?,?,10%[46.1 µM],-3,0%,1%,-0.2%,-43%
COc1ccc(-c2nc3ccccc3o2)cc1NC(=O)CSc1ccc(Cl)cc1,-1%,-15%,?,?,-1%[46.1 µM],0,4%,3%,3.3%,66%
O=C(NCc1ccncc1)c1ccc(Br)o1,-4%,-8%[7.66 µM],16%,1%,-1%,0,-4%,-1%,0.1%,12%
COc1ccc(CN(C)S(=O)(=O)c2nnc(NC(=O)c3ccccc3Br)s2)cc1,-4%,-7%,19%,-1%,4%,0,-1%,-1%,0.4%,1%
Cc1cccc(N(C(=O)Nc2ccccc2)C2=NCC(C)S2)c1 (configuration not stated),3%,1%,?,20%,-2%,12,2%,-11%,-1.1%,?
CCN1CCc2c(OCC(=O)N3CCc4ccccc43)cccc2C1=O,-8%,nt,-2%,2%,nt,2,0%,nt,0.0%,nt
COc1ccc(C=NNc2ccc(S(=O)(=O)Nc3ccccc3C(=O)O)cc2[N+](=O)[O-])c(OC)c1,nt,9%,16%,-6%,5%,nt,-4%,-9%,-0.6%,1%
CC1CN(S(=O)(=O)c2ccc(NC(=O)c3cc(-c4ccccc4O)n[nH]3)cc2)CC(C)O1 (configuration not stated),4%,-29%,20µM*,-2%,nt,-5,5%,0%,-0.2%,-92%[inhibitor]
COc1cccc(C2C(C(=O)c3sc(C)nc3C)=C(O)C(=O)N2CCN2CCOCC2)c1 (configuration not stated),-7%,2%,6%,19%,-3%,-9,2%,-5%,0.2%,0%
COc1ccc(S(=O)(=O)N(C)C[C@H]2Oc3ccc(NC(=O)Nc4ccccc4)cc3C(=O)N([C@H](C)CO)C[C@@H]2C)cc1,nt,0%,?,-6%,11%,nt,-11%,-1%,0.0%,-40%
CCN(CC)C(=O)c1ccc(S(=O)(=O)Cc2ccc(C)cc2)c([N+](=O)[O-])c1,7%,-57%[inhibitor],-5%,-7%,0%,5,-5%,0%,0.3%,-12%
Cc1ccc(OCC(=O)Nc2cccc(C)n2)c(C)c1,-1%,5%,?,?,-1%,22,-10%,-3%,0.0%,-17%
COc1ccc(NS(=O)(=O)c2cccc(C(=O)NNC(=O)c3ccc(C)o3)c2)cc1,nt,-19%,-16%,2%,14%,0,8%,-1%,-0.9%,-16%
CN(C)CCN1C(=O)c2oc3ccccc3c(=O)c2C1c1ccccc1 (configuration not stated),-2%,nt,0%,7%,nt,-3,7%,nt,-0.4%,nt

Next part:
structure,MLL CXXC-DNA inh,a7 integrin act,ELG1 repair inh,p53 reactivator,TCR act,TRPV1 agonist,AT treatment,TSG101-PTAP inh,B2AR arrestin,BRCA1 expr up
COc1ccc(C(C(=O)NC(C)(C)C)N(CCc2ccc(OC)c(OC)c2)C(=O)CCC(=O)Nc2cc(C)on2)cc1 (configuration not stated),-1%,-8%,-13%,-3%,-3%,-4,-6%,-2%,-0.3%,-13%
CN(C(=O)NC(=O)C1=C(N2CCOCC2)/C(=C/c2ccccc2)CC1)S(C)(=O)=O,26%,-32%,?,?,0%,0,4%,-7%,-0.3%,12%
COc1ccc(C(=O)N2CCN(C3CCN(Cc4ccccc4)CC3)CC2)cc1OC,-10%,-16%,-4%,-3%,6%,1,5%,-2%,0.0%,-14%
O=C(Nc1ccc(NC(=O)c2ccccn2)cc1)C(=O)Nc1ccc2c(c1)OCCO2,6%,-14%,?,-8%,7%,3,3%,-1%,0.1%,6%
O=C(NCCSc1ccccc1)c1ccccc1Cl,2%,17%,?,?,-6%[46.1 µM],17,-3%,-2%,-0.4%,2.8µM*
COc1ccc(OC)c(S(=O)(=O)N2CCC(C(=O)Nc3cc(C)ccc3C)CC2)c1,-1%,21%,?,-9%,1%,-1,-4%,-8%,-1.0%,-28%
COc1ccc2c(c1)NC1(O)c3ccccc3C(=O)C21O (configuration not stated),-7%,?,-11%,-4%,13%,-1,2%,-3%,-0.7%,-5%
CCOC(=O)C1CCCN(C(=O)CCn2nnnc2CN2CCOCC2)C1 (configuration not stated),-16%,-8%,7%,11%,-1%,-12,2%,nt,0.3%,10%
COc1cc(C(=O)Nc2ccc3c(c2)Cc2cc(NC(=O)c4cc(OC)c(OC)c(OC)c4)ccc2-3)cc(OC)c1OC,-2%,-16%,-9%,1%,-3%[46.1 µM],1,8%,2%,0.0%,-23%
CCOc1ccc(S(=O)(=O)N2CCCC(C(=O)NCc3ccccn3)C2)cc1Cl (configuration not stated),nt,-5%,-4%,-8%,3%,-2,6%,1%,0.3%,19%
CCOC(=O)C1CCN(C(=O)c2cn(-c3ccccc3)nc2-c2cccnc2)CC1,14%,nt,?,22%,nt,-3,?,nt,0.0%,nt
COc1ccc(Nc2nc(N3CCOCC3)nc(N3CCOCC3)n2)c(OC)c1,4%,-24%,?,nt,1%,15,-26%,-5%,0.1%,-4%
Cc1ncc([N+](=O)[O-])n1CC(=O)Nc1ccc(OC(F)(F)Cl)cc1,31%,-2%,-2%,5%,6%,24,-11%,-7%,0.2%,-11%
N#C/C(=C1\C(=O)Nc2c(Cl)cc(Cl)cc21)c1nnc2n1CCCCC2,-7%,-33%[inhibitor],0%,11%,3%,1,nt,-2%,-0.3%,0%
O=C(Nc1nnc(-c2ccccc2SCc2ccccc2F)s1)Nc1ccccc1F,38%[activator],12%,?,12%,4%,-4,0%,-3%,-0.4%,1%

(cont.)
structure,MLL CXXC-DNA inh,a7 integrin act,ELG1 repair inh,p53 reactivator,TCR act,TRPV1 agonist,AT treatment,TSG101-PTAP inh,B2AR arrestin,BRCA1 expr up
O=C(N/N=C/C=C\c1ccccc1)c1cnccn1,-1%,8%,?,6%,0%,19,2%,1%,0.2%,-10%
COc1ccc(C(=O)NC2CCN(CC(=O)NC3CCCCC3)CC2)cc1,0%,-15%,-1%,0%,-5%,-3,-5%,-2%,-1.1%,14%
Cc1[nH]nc2nc(SCC(=O)NCCC3=CCCCC3)n(-c3ccc(Br)cc3)c(=N)c12,1%,-73%[inhibitor],8%,-14%,4%,0,-4%,-7%,-0.1%,-56%
Oc1ccc(/C=N/Nc2cccc(Cl)n2)c(O)c1,-7%,-2%,?,-8%,2%,-3,1%,-3%,0.1%,?
COc1cccc(C2C(C(=O)c3ccc(C)o3)=C(O)C(=O)N2CCN2CCOCC2)c1 (configuration not stated),7%,0%,21µM*,2%,-37%,-6,9%,-5%,0.2%,-8%
NCC12CC3CC(C1)CC(CN)(C3)C2,0%,-1%,13%,-11%,9%,0,17%,-8%,-0.3%,-1%
Cc1cc(C)c(NC(=S)NCCO)c(C)c1,-1%,-6%,3%,-4%,2%,-1,3%,-5%,-1.0%,-10%
O=C(Cn1nnc(-c2cccs2)n1)N1CCc2ccccc2C1,8%,-11%,?,0%,3%,6,4%,-7%,-0.8%,34%
CC(=O)c1ccc(-n2nnnc2SCC(=O)N2CCc3ccccc3C2)cc1,1%,-23%,?,4%,4%[46.1 µM],3,nt,-3%,-0.2%,-28%
N#Cc1ccc(Cl)cc1NC(=O)COC(=O)c1ccc2c(c1)OCCO2,5%,-5%,-10%,3%,1%,2,0%,-4%,0.4%,-41%
CCn1cc(C2=NOC(C(=O)Nc3cc(C)nn3-c3ccccc3)C2)c(C)n1 (configuration not stated),7%,-1%,-7%,-8%,-5%,0,-1%,-3%,-0.3%,-14%
COCC(=O)N(Cc1cc2cc(C)ccc2[nH]c1=O)c1ccccc1,17%,-16%,12%,nt,0%,0,16%,-7%,-0.4%,0%
CCOC(=O)C1CCN(c2c(-c3ccccc3)c3cc(Cl)ccc3[nH]c2=O)CC1,-8%,-17%,-6%,-7%,0%[46.1 µM],-2,-12%,-4%,-1.8%,-25%
CCOC(=O)COc1cc(Br)c(/C=N/Nc2ccccc2)cc1OC,11%,-13%,2%,-3%,2%,2,0%,-3%,-0.3%,-26%
O=C(O)CCCCCN1C(=O)C(O)=C(C(=O)/C=C/c2ccccc2)C1c1cccc([N+](=O)[O-])c1 (configuration not stated),?,9%,-10%,3%,0%,-1,-1%,-4%,0.0%,-3%
CC(C)(C)OC(=O)NCc1ccc(CNC(=O)c2[nH]cnc2C(=O)NC2CCN(C(=O)OC(C)(C)C)CC2)cc1,nt,-36%,?,-2%,1%,3,0%,nt,-0.8%,-46%

Compound activity from PubChem.

Outcome played no part in choosing rows. Share with any hit: about 3.8%.
